Bioassay records deposited in PubChem BioAssay by several laboratories.
GSK3B inh – blocks human GSK3beta kinase activity. P49841. GST-GSK3beta kinase, ADP-Glo luminescence, 60 min; active compounds read low. activity score (negative = inhibition), % at 10 µM. 0.038% of 300,000 active. AID 2097;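 active = more than half of replicate wells score below -50%, meaning over 50% inhibition versus plate controls; inconclusive = some replicates but at most half score below -50%; inactive = no replicate scores below -50%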;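 also: 0% = median DMSO wells and -100% = median GW8510 positive control wells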
Target sequence (P49841 whole entry, looked up): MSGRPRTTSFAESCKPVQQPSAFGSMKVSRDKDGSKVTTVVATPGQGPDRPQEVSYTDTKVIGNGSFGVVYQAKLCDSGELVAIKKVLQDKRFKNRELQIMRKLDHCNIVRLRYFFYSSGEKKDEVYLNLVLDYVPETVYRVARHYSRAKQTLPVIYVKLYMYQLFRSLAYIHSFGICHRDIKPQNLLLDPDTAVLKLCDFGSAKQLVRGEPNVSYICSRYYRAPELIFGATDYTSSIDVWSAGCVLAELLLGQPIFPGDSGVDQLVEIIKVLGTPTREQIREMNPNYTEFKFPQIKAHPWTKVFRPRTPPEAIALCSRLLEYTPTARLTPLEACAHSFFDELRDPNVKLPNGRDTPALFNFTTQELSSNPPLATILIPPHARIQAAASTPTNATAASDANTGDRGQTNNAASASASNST
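Test system – GST-tagged human GSK3beta kinase, cell-free · Incubation – 60 min enzyme reaction, room temperature · Signal – ADP-Glo luminescence · Also added – peptide substrate and ATP at 25 µM · Controls – DMSO neutral wells and GW8510 at 20 µM as positive · Buffer or medium – Tris/MgCl2 kinase buffer · Measure – Luminescence-derived activity versus plate DMSO and GW8510 wells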
aSyn 5UTR inh – 5' untranslated region of α-synuclein, MLPCN primary screen. alpha-synuclein 5'UTR reporter, inhibitor activity. inhibition, % (tested at 7.5 µM). 0.82% of 300,000 active; in the data active = inhibition above about 60%; inconclusive = no clear call, values can overlap the other calls;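 also: H4 neuroglioblastoma cells stably carrying SNCA 5'UTR luciferase fusion; 0% = DMSO wells and 100% = positive control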
KLF5 inhibitor – kruppel-like factor 5 inhibition. DLD-1 KLF5 promoter-luciferase reporter, luminescence. inhibition, % at 5 µM. 0.23% of 290,000 active. AID 1700;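 active = inhibition above a per-plate limit of that plate's mean compound inhibition plus 3 SD, cut at about 60% in these data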;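 also: 0% = DMSO wells and 100% = LY294002 at 200 µM; higher means less KLF5 promoter-driven luciferase light; inactives centre near -14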
AI-2 QS modul – Vibrio harveyi AI-2 quorum sensing modulation; Vibrio harveyi JMH597 AI-2 luminescence/OD600 ratio, 9 h; active compounds read low; strain lacks LuxN and CqsS sensors; 0 = neutral-control median; activity change, % at 7.5 µM; 0.4% of 300,000 active; in the data active = activity change below about -75%, passing the limit was not always enough; inconclusive = no clear call, values can overlap the other calls;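 also: luminescence divided by OD600 gain over 9 h not by final OD600 alone; inactives centre near 13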
HSF-1 act – increases HSF-1 driven luciferase reporter signal. AID 504408. activation, % at 9 µM. NIH3T3-HGL HSF-1 luciferase reporter, MG132, 8 h; 100% = twice DMSO control signal. 1.7% of 300,000 active;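 active = mean replicate activation of at least 50% with a set share of replicates each reaching 50%; inconclusive = only one of those two conditions met; inactive = mean below 50% and too few replicates reaching it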;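 also: 0% = median of the neutral control wells and 100% = twice that signal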
IEC-6 tox – IEC-6 cytotoxicity, counter-screen for KLF5 inhibitors | luminescence viability | inhibition, % at 5 µM | 0.78% of 290,000 active | AID 1825; in the data active = inhibition above about 22%;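 also: 0% = plate median of test compound wells and 100% = cytotoxic reference compound wells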
PolyA inhibitor – inhibitors of polyadenylation in S. cerevisiae; 0.02% of 300,000 active; calls only at 12 µM; S. cerevisiae SKY197-pL101 polyadenylation reporter, beta-gal luminescence; efflux-impaired pdr1/pdr3 knockout yeast; score 100 = 6 SD above DMSO;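 active = lowest replicate activity score at least 50, where 100 means six control SD above control mean; inconclusive = lowest score under 50 but half or more replicates reach 50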;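 also: yeast exposed to compound for 9 h at 30 °C; higher score means more reporter readthrough which indicates perturbed polyadenylation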
HSF1 inh – HSF1 inhibition. AID 2098. activity change, negative = inhibition, % at 7.5 µM (by protocol). NIH3T3-HGL HSE-luciferase, MG132-induced, luminescence 8 h; active compounds read low. 0.77% of 300,000 active;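 active = more than half of replicate wells show activity change below -50%, luminescence cut by over half; inconclusive = some wells, but at most half, below -50%; inactive = no replicate well below -50%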;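 also: luciferase reports HSF-1 transcriptional activity via heat shock element; 0% = median of DMSO wells and -100% = zero luminescence signal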
GSK3 alpha inh – human GSK-3 alpha kinase inhibition. 0.1% of 320,000 active. ADP-Glo luminescence, 60 min. P49840. inhibition, % at 10 µM;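 in the data active = inhibition above about 50%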;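 also: GST-tagged GSK-3 alpha with peptide substrate and 25 µM ATP; 0% = DMSO neutral wells and 100% = GW8510 positive control wells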
Target sequence (P49840 whole entry, looked up): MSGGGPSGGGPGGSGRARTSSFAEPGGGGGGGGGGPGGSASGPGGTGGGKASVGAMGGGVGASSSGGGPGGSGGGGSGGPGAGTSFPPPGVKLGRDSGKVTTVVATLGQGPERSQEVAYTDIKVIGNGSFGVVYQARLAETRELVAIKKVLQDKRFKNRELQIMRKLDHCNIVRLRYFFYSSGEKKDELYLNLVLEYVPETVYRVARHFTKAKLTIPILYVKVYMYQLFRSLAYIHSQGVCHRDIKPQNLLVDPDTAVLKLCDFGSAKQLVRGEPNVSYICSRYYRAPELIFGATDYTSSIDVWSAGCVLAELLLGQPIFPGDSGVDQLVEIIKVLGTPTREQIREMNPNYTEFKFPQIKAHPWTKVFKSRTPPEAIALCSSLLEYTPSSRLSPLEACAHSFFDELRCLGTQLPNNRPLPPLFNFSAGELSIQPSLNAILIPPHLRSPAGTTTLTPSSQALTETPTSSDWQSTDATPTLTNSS
HSP90 refold inh – blocks HSP90-mediated luciferase refolding in reticulocyte lysate; Rabbit reticulocyte lysate, luciferase refolding luminescence, 3 h; inhibition, % at 5.6 µM; 0.91% of 290,000 active; AID 1789;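 active = inhibition above the screen-wide mean plus 3 SD, computed separately per campaign, cut at about 16% in these data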;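 also: 0% = DMSO wells and 100% = 60 µM geldanamycin wells; inhibitors lower the luminescence because luciferase stays unfolded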
* hit, by the source's call; i = inactive; ? = inconclusive; · = not tested or not shown.

Molecule | GSK3B inh | aSyn 5UTR inh | KLF5 inhibitor | AI-2 QS modul | HSF-1 act | IEC-6 tox | PolyA inhibitor | HSF1 inh | GSK3 alpha inh | HSP90 refold inh
CCNc1ccc(P(=O)(c2ccccc2)c2ccccc2)cc1 | 1 | -3 | -13 | 14 | 5 | 4 | i | 11 | -1 | -3
COc1ccccc1NC(=O)C1CCCN1C(=O)NC1CCCCC1 (stereo unspecified) | · | -18 | -37 | · | -1 | 5 | i | -4 | -1 | -2
CCO[C@@H]1OC(C(=O)NC2CC2)=C[C@H](c2ccccc2)[C@H]1CCCO | -3 | -25 | 8 | -1 | 9 | -2 | i | 3 | -4 | 13
CC(C)(C(=O)O)c1ccc(C(O)CCCN2CCC(C(O)(c3ccccc3)c3ccccc3)CC2)cc1 (stereo unspecified) | 0 | 5 | -20 | 0 | -6 | · | i | 2 | 1 | -4
CCS(=O)(=O)N1Cc2ccccc2CC1C(=O)Nc1nnc(SCc2ccc(C#N)cc2)s1 (stereo unspecified) | 3 | -12 | 8 | 25 | 4 | -4 | i | 6 | -1 | -5
Cc1c(C(=N)C(C#N)C#N)c(=N)oc2c1ccc1ccccc12 | -4 | -54 | 1 | 23 | 36 | 3 | i | 5 | 4 | 0
CC(C)NC(=O)c1nc2c(nnn2Cc2cccc(Cl)c2)c(=O)[nH]1 | 2 | 19 | -11 | 23 | -3 | 0 | i | -2 | 0 | 5
O=C(Cc1ccccc1)c1c[nH]c(C(=O)NCc2ccncc2)c1 | -2 | -3 | -27 | 41 | 8 | -3 | i | 8 | 4 | 3
C/C(=N\NC(=S)NCc1ccccc1)c1ccc(Cl)s1 | 2 | -11 | -21 | 24 | -5 | 7 | i | 4 | -4 | 1
O=C(CCN1CCN(CCO)CC1)Nc1ccc(F)c(F)c1 | 1 | -33 | -13 | 13 | 0 | -2 | i | -9 | 0 | 0
COc1ccccc1NC(=O)CSc1nc2ccccc2c(=O)n1CC1CCCO1 (stereo unspecified) | 0 | 15 | -1 | 6 | 0 | 1 | i | 5 | -1 | 1
O=C(Nc1ccc2oc(-c3cccnc3)nc2c1)c1ccc(Br)o1 | 0 | -113 | -33 | 14 | 4 | 1 | i | 2 | 1 | -8
O=C(NCC(c1ccco1)N1CCc2ccccc21)c1cccc([N+](=O)[O-])c1 (stereo unspecified) | -29 | 4 | · | -6 | -5 | · | i | -3 | 3 | ·
Cc1ccc2cc(CN(CC(C)C)C(=O)C3CCCO3)c(=O)[nH]c2c1 (stereo unspecified) | -4 | -7 | -23 | 13 | 10 | 0 | i | 0 | 0 | 4
CSc1cccc(N2C(=O)C3CCCN3C2=S)c1 (stereo unspecified) | 0 | -16 | -34 | 19 | -23 | -2 | i | -17 | -2 | -1
Nc1c(-c2ccccc2)nc(Cl)nc1-c1ccccc1 | -4 | 8 | -10 | 15 | -8 | 2 | i | -4 | · | 0
COc1ccccc1N1CCN(C(=O)c2ccc3c(c2)CCN3S(C)(=O)=O)CC1 | -4 | 30 | -20 | 8 | 42 | 4 | i | 25 | · | 1
O=C(N/N=C/c1cccs1)c1cccnc1 | -1 | 7 | -33 | -4 | 7 | 4 | i | 0 | 6 | -3
O=C(O)C1C2C=CC3(O2)C1C(=O)N1c2ccccc2C2OCCC2C13 (stereo unspecified) | -1 | -1 | -5 | 33 | -12 | 2 | · | -5 | -9 | 2
O=C(CSc1nc(-c2ccco2)cc(C(F)(F)F)n1)Nc1ccc(C(=O)N2CCCCC2)cc1 | 0 | 19 | -2 | 9 | 9 | 1 | i | 11 | 1 | 5
Cc1noc(C)c1COc1ccc(C(=O)OCC(=O)NCc2ccccc2Cl)cc1 | 9 | 27 | -27 | 7 | -24 | -2 | i | -12 | 0 | 0
CC(=O)Nc1ccc(NC(=O)C2CCCN(S(=O)(=O)c3ccc(-n4cnnn4)cc3)C2)cc1 (stereo unspecified) | 3 | 8 | -32 | 19 | 13 | -3 | i | -4 | -3 | -4
Cc1ccc(CNC(=S)Nc2cc(C)ccc2OC(F)F)cc1 | 1 | -1 | 4 | 16 | 25 | -1 | i | 16 | -2 | 1
CCOC(=O)/C(C#N)=C/Nc1cc(F)ccc1C | 3 | -4 | 0 | 4 | 6 | 2 | i | -6 | 0 | 1
O=C(CN1C(=O)NC2(CCCC2)C1=O)N1CCN(S(=O)(=O)c2ccccc2Br)CC1 | 2 | 12 | -9 | -13 | 12 | 0 | i | -1 | 1 | -3

Further results follow.
Molecule | GSK3B inh | aSyn 5UTR inh | KLF5 inhibitor | AI-2 QS modul | HSF-1 act | IEC-6 tox | PolyA inhibitor | HSF1 inh | GSK3 alpha inh | HSP90 refold inh
Cc1ccc(-c2ccc(/C=N\n3cnnc3)o2)c(Br)c1 | -1 | 15 | -37 | 13 | 38 | 6 | i | 17 | -3 | 0
CCOC(=O)N1CCN(Cc2nc(Cc3cccc(C(F)(F)F)c3)no2)CC1 | -1 | 13 | -12 | 9 | 9 | 3 | i | -6 | -2 | 0
Cn1c(N)c(C(=O)COC(=O)CCC2CCCCC2)c(=O)n(C)c1=O | 1 | 1 | -10 | 17 | 3 | -4 | i | -1 | -2 | 0
CC(C)N1CCc2c(sc(NC(=S)NC(=O)c3ccccc3)c2C#N)C1 | 3 | -143 | -66 | 22 | -41 | 0 | i | -40 | -1 | 5
O=C(Cn1ccc(=O)[nH]c1=O)NCCO | -2 | 0 | -29 | 0 | -3 | -6 | i | -3 | 1 | -9
Cc1ccc(-c2cc(C(F)F)n3ncc(C(=O)N4CCN(c5ccccn5)CC4)c3n2)cc1 | -2 | -5 | 2 | 21 | 22 | 1 | i | 11 | 1 | -1
CCc1c(O)cc(=O)n(-c2ccccc2)c1-c1ccccc1 | 5 | 25 | -10 | 23 | 2 | 5 | i | -6 | -1 | 0
CN(C)c1ccc(N=Cc2cccn2C)cc1 | 3 | -19 | -93 | 20 | -33 | 4 | i | -25 | 3 | 22*
CS(=O)(=O)C1=NSC2=NC(=O)/C(=C\c3ccc(-c4ccccc4)o3)C(=N)N21 | · | · | 11 | · | · | -4 | · | · | -1 | 4
O=C(Cc1c(Cl)cccc1Cl)Nc1cccc(S(=O)(=O)N2CCOCC2)c1 | 1 | -1 | -43 | 49 | 8 | 4 | i | 4 | 1 | 1
O=C(NCc1ccc(F)cc1)N[C@@H](Cc1ccccc1)C(=O)O | -4 | 16 | 7 | -1 | -12 | 3 | i | -5 | 2 | -3
CCOc1ccc2nc(NC(=O)C3CCN(C(=O)c4ccco4)CC3)sc2c1 | -2 | -99 | -44 | 23 | 13 | -6 | i | 12 | 3 | -5
Cc1nc(SC(C)C(=O)Nc2cccc(C(F)(F)F)c2)c2c(C)c(C(=O)O)sc2n1 (stereo unspecified) | -2 | 5 | -15 | 11 | 6 | -3 | i | 8 | 0 | -1
O=C(NN1C(=O)c2ccccc2NC1c1ccccn1)c1ccc([N+](=O)[O-])cc1 (stereo unspecified) | 1 | 5 | -23 | -38 | -1 | 6 | i | -5 | -5 | 0
COc1ccc(O)c(C=NCC(C)N=Cc2cc(OC)ccc2O)c1 (stereo unspecified) | 4 | -24 | 16 | 13 | 4 | 0 | i | -12 | 0 | 2
C=CCn1c(SCc2c(C(=O)OC)sc(N)c2C(=O)OC)nnc1-c1ccc(Cl)cc1 | 1 | 6 | -6 | 10 | 13 | -4 | i | -8 | -2 | 5
CCN(C(=O)CSc1nnc2c3ccccc3n(CC)c2n1)C1CCS(=O)(=O)C1 (stereo unspecified) | 2 | 11 | 6 | 16 | 43 | -2 | i | 7 | 2 | -1
COc1ccc(CNC(=O)Cc2cccs2)cc1OC | 5 | -8 | -58 | 5 | 10 | -3 | i | -3 | 4 | 1
COc1ccc(C(c2nnnn2Cc2cccs2)N2CCC(C(N)=O)CC2)c(OC)c1 (stereo unspecified) | -1 | -2 | -6 | 22 | -6 | 3 | i | -3 | -2 | 2
COC(=O)c1ccc(/C=N/NC(=O)CC(=O)NCC(C)C)cc1 | -4 | -1 | 3 | 26 | 20 | 0 | i | 2 | -2 | 3
O=C(NC1(C(F)(F)F)NC(=O)N(c2ccccc2F)C1=O)c1ccncc1 (stereo unspecified) | 3 | 14 | 5 | 4 | -4 | 1 | i | -4 | -1 | 2
COc1ccc(OC)c2[nH]c(=O)c(CCNC(=O)c3ccc4c(c3)OCO4)cc12 | 5 | 15 | -19 | 0 | 20 | -2 | i | -2 | -2 | -1
O=C(C1=C(O)C(=O)N(CC2CCCO2)C1c1cccc(Cl)c1)c1ccco1 (stereo unspecified) | -1 | 28 | -6 | 26 | -62 | 0 | i | ? | -3 | 0
O=C(c1ccc(S(=O)(=O)N2CCOCC2)cc1)N1CCN(S(=O)(=O)c2ccc(Cl)s2)CC1 | -1 | 13 | -23 | 10 | -18 | 4 | i | -3 | 3 | 1
Cc1cccc(NC(=O)CN2CCN(CC(=O)Nc3cccc(C)c3)CC2)c1 | 1 | 0 | 14 | 13 | 1 | 4 | i | -3 | -3 | 0

Next section:
Molecule | GSK3B inh | aSyn 5UTR inh | KLF5 inhibitor | AI-2 QS modul | HSF-1 act | IEC-6 tox | PolyA inhibitor | HSF1 inh | GSK3 alpha inh | HSP90 refold inh
CCN(CC)S(=O)(=O)c1cccc(-c2nnc(SCC(N)=O)n2CCc2ccccc2)c1 | -7 | 9 | -21 | -4 | -65 | -1 | i | -60* | 4 | 2
Cc1ccc(N(C(=O)c2csnn2)C(C(=O)NC2CCCC2)c2cccnc2)cc1 (stereo unspecified) | -3 | 0 | -19 | -3 | 11 | -5 | i | -1 | -1 | -5
CN(C)CCCCOc1ccc(Br)cc1Cl | 1 | -3 | -11 | 11 | 3 | 6 | i | 0 | 1 | 1
CC1(OC(=O)c2cccs2)C(=O)C=C2C=C(c3ccc(C#N)cc3)OC=C2C1=O (stereo unspecified) | -1 | -22 | · | 62 | 8 | · | i | 0 | 2 | ·
O=C(O)Cc1ccc(N=Nc2c(O)c(C(=O)O)cc3ccccc23)cc1 | -5 | -56 | -110 | 6 | 6 | 2 | i | 1 | 7 | 8
O=C(CN1CCC(N2CCCCC2)CC1)N1CCOCC1 | -1 | -10 | 3 | -4 | 18 | 0 | i | -1 | -1 | 2
CCCc1cc(Nc2ccc(C)cc2)n2ncnc2n1 | 1 | 30 | -28 | 4 | 6 | 1 | i | -6 | 2 | 0
CC1(C)O[C@@H]2[C@@H](CO[C@@]3(COS(N)(=O)=O)OC(C)(C)O[C@@H]23)O1 | 0 | 29 | -16 | 15 | -2 | -4 | i | 1 | 3 | -1
Cc1ccccc1CC(=O)Nc1cccnc1 | -3 | -8 | -11 | 1 | 22 | 4 | i | 3 | -1 | 0
O=C1/C(=C/c2ccc(F)cc2)CCC1C1CCCC1 (stereo unspecified) | 2 | -133 | -27 | 12 | 24 | -3 | i | 9 | -2 | 1

Some of the compounds tested. The share of hits here may be higher or lower than overall.
